PKM2 activator: qHTS Assay for Activators of Human Muscle isoform 2 Pyruvate Kinase; AID 1631, 2009; Pyruvate kinase PKM (Homo sapiens), P14618; Potency, µM (top dose mostly 57.5 µM), for inactives: top-dose activation, most hits filed as activators; 0.34% of 260,000 active; purified PKM2, Kinase-Glo ATP luminescence, activation; response scale: 0% is enzyme alone, no compound; further: potency means the concentration at half of the fitted maximal effect; on the % scale 0 is the no-effect control and ±100 the full control effect; nearly all actives have a fitted effect of over 55% in size
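Purified hPK-M2 (>95% pure) converted ADP (0.1 mM final) to ATP with 0.5 mM PEP in 50 mM imidazole pH7.2, KCl, MgCl2, Tween 20, BSA; 1 h at room temperature. ATP detected by Kinase-Glo luminescence.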
Chronic BCR inh: qHTS Assay to Find Inhibitors of Chronic Active B-Cell Receptor Signaling; ABC-DLBCL IkBa-CBG/CBR reporter, luminescence ratio, 4 h; Potency, µM (doses to about 46.1 µM), for inactives: top-dose ratio change, negative = lower green/red ratio, hits mostly inhibitors; 0.05% of 340,000 active; active means well fitted inhibition curve with a large enough effect in the signal ratio, with a control signal flat, not every such curve was filed as active; inconclusive means small, poorly fitted or top-dose-only effect, or effect the other way, or a change in a side signal; the % refers to the signal ratio;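 further: potency means the concentration at half of the fitted maximal effect; plate controls were basal doxycycline-induced cells for no effect and cells given 10 µM MG132 for full effect; MG132 reads +100%, hits lower the ratio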
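Compounds up to 46 uM were incubated four hours with TMD8 cells whose green CBG68 luciferase is fused to IkappaBalpha; red CBR luminescence normalised the signal, and concentration-effect curves were fitted to fusion, red and ratio data.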
Mito fusion yeast: qHTS Assay for Small Molecule Inhibitors of Mitochondrial Division or Activators of Mitochondrial Fusion. S. cerevisiae fusion-defective mutant growth rescue, CellTiterGlo 48 h. 0.23% of 320,000 active. AID 485298, 2010. Potency, µM (top dose mostly 46.1 µM), for inactives: at the highest dose growth rescue (activation), usual class: activators;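 further: potency means the concentration at half of the fitted maximal effect; % of control where 0% means no effect; nearly all actives have a fitted effect of over 45% in size; temperature-sensitive fusion mutants such as fzo1-1 at 37 °C on non-fermentable ethanol glycerol medium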
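Read-out: ATP-based luminescence (CellTiterGlo, 10 min ambient) reporting growth of fusion-defective ts yeast after 48 hours at 37C on glycerol/ethanol YPEG medium in the presence of compound.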
MBNL1 CUG block: qHTS Assay for Inhibitors of MBNL1-poly(CUG) RNA binding. TR-FRET MBNL1-His/biotin-(CUG)12 binding, 665/545 ratio. Muscleblind-like protein 1 (Homo sapiens), Q9NR56. 0.036% of 280,000 active. Potency, µM (titrated, usually from 57.5 µM), for the others: at the top dose activity change, negative = inhibition, most hits filed as inhibitors; active means well fitted inhibition curve with a large enough effect in the signal ratio, with a control signal flat, not every such curve was filed as active; inconclusive means small, poorly fitted or top-dose-only effect, or effect the other way, or a change in a side signal; inactive means no such curve, though single readings can be large or run the other way; the % refers to the signal ratio; further: potency means the concentration at half of the fitted maximal effect; on the % scale 0 is the no-effect control and ±100 the full control effect
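MBNL1-His + Biotin-(CUG)12, cpd titration 92 nM–58 uM; Tb anti-His Ab 0.055 ng/ul, SA-XL665 5 nM (final); 60 min RT; ratiometric 665/545 nm, Ex 340 nm; normalized to buffer and full-complex controls.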
Eya2 inh: qHTS Assay for Inhibitors of the Phosphatase Activity of Eya2. Protein phosphatase EYA2 (Homo sapiens), O00167. recombinant Eya2, OMFP fluorescence dephosphorylation (OMFP is methylfluorescein phosphate). Potency, µM (doses to about 76.9 µM), for the others: at the highest dose activity, negative = inhibition, most hits filed as inhibitors. 0.006% of 330,000 active. AID 488837, 2010; further: potency means the concentration at half of the fitted maximal effect; on the % scale 0 is the no-effect control and ±100 the full control effect
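Eya2 (0.2 uM) preincubated 10 min at ambient with compound, then OMFP substrate added at 50 uM; 10 min reaction in 50 mM HEPES pH 7.5, 50 mM NaCl, 5 uM MgCl2, 0.05% BSA, 1 mM DTT. Fluorescence read at Ex 485/Em 525 nm.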
hERG WT inh: qHTS for Inhibitors of KCHN2 3.1: Wildtype qHTS; 0.37% of 340,000 active; Voltage-gated inwardly rectifying potassium channel KCNH2 (Homo sapiens), Q12809; activity change, % at 1.84 µM; U2OS, BacMam KCNH2, thallium flux FluxOr; hits give low values; AID 720551, 2013;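 active means maximum activity change below -70%; inconclusive means maximum activity change between -70% and -50%; inactive means maximum activity change above -50%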; further: on the % scale 0 is the no-effect control and ±100 the full control effect
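U2OS cells were transduced with wild-type KCNH2 virus (2.03 x 10^8 / mL) for 4 h at room temperature, then cultured overnight at 37 C. Thallium flux was read with FluxOr dye. Rate constants were normalized to DMSO controls.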
Menin-MLL TR inh: qHTS Assay for Inhibitors Targeting the Menin-MLL Interaction in MLL Related Leukemias: Competition With Texas Red Labeled MLL-derived Mutant Peptide; Menin + Texas Red MLL mutant peptide, fluorescence polarization; Potency, µM (doses to about 61.6 µM), without a hit: at the top dose FP activity change, negative = inhibition, most hits filed as inhibitors; 0.23% of 270,000 active; AID 1768, 2009; active means well fitted inhibition curve with a large enough effect in the polarisation, with a control signal flat, not every such curve was filed as active; inconclusive means small, poorly fitted or top-dose-only effect, or effect the other way, or a change in a side signal; inactive means no such curve, though single readings can be large or run the other way; the % refers to the polarisation; further: potency means the concentration at half of the fitted maximal effect; % of control where 0% means no effect; many of its hits are not listed in these tables
TSHR antagonist: Antagonists of the Thyroid Stimulating Hormone Receptor: HTS campaign. TSHR-expressing cells, TSH-stimulated cAMP HTRF, 2 h; hits give low values. activity change, negative = inhibition, % at 11.5 µM. Thyrotropin receptor (Homo sapiens), P16473. 0.2% of 330,000 active;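 active means activity change below a set negative limit, meaning inhibition stronger than a set level, cut at about -70% in these data; inconclusive means activity change between two set negative limits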; further: on the % scale 0 is the no-effect control and ±100 the full control effect
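Competitive HTRF cAMP read-out (cryptate anti-cAMP antibody, cAMP-d2; 30 min, room temperature) in freshly harvested TSHR cells. Compounds added before TSH at EC80 (4nM final), followed by 2 hours' incubation at 37 deg C.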
USP2a inh: qHTS Assay for Inhibitors of Ubiquitin-specific Protease USP2a Using CHOP2 as the Reporter; USP2 core, Ub-CHOP2 coupled fluorogenic reporter, 485/531; Potency, µM (series often up to 38.3 µM), for the others: at the highest dose activity change, negative = inhibition, usual class: inhibitors; 0.01% of 330,000 active;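 further: potency means the concentration at half of the fitted maximal effect; plate controls were DMSO wells for no effect and full inhibition by NEM control for full effect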
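Cell-free coupled assay: 10nM USP2 core preincubated 30min RT with compound in Tris-HCl pH 8.0/CaCl2/CHAPS buffer, then 25nM Ub-CHOP2 and 25nM reporter substrate; fluorescence (Ex 485/Em 531) read after 60min RT, normalized to NEM inhibition, concentration-response curves fitted.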
GALK inh: qHTS Assay for Inhibitors of Human Galactokinase (GALK); P51570; Purified GALK, Kinase-Glo residual ATP luminescence; Potency, µM (top dose mostly 57.5 µM), for inactives: top-dose activity change, negative = inhibition, hits mostly inhibitors; 0.007% of 270,000 active; AID 1868, 2009; further: potency means the concentration at half of the fitted maximal effect; on the % scale 0 is the no-effect control and ±100 the full control effect
Target sequence (P51570 whole entry, looked up): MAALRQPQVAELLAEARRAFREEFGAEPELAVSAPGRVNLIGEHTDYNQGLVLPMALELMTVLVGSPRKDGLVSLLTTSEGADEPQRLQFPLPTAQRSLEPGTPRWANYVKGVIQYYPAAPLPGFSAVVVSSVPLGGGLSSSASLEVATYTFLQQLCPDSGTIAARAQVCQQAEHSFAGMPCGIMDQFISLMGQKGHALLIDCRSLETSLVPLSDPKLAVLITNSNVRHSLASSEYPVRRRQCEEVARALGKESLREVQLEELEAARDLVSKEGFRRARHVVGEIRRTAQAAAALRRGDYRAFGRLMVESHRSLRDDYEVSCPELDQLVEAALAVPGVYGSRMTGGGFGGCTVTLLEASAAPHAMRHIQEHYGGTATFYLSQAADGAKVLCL
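Kinase-Glo Plus luminescence measured ATP left after a 1 h room-temperature reaction. The reaction used 5 nM GALK, 100 uM galactose and 35 uM ATP at pH 8.0 (20 mM HEPES, 5 mM MgCl2, 60 mM NaCl, 1 mM DTT, 0.01% BSA).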
S-ASM inh: Inhibitors of Secretory Acid Sphingomyelinase (S-ASM): qHTS; Sphingomyelin phosphodiesterase (Homo sapiens), P17405; placental ASM, HMU-PC fluorogenic substrate, 60 min; Potency, µM (series often up to 57.5 µM), for inactives: at the highest dose activity change, negative = inhibition, usual class: inhibitors; 0.006% of 340,000 active; AID 504937, 2011; further: potency means the concentration at half of the fitted maximal effect
Target sequence (P17405 47-631 limits assumed): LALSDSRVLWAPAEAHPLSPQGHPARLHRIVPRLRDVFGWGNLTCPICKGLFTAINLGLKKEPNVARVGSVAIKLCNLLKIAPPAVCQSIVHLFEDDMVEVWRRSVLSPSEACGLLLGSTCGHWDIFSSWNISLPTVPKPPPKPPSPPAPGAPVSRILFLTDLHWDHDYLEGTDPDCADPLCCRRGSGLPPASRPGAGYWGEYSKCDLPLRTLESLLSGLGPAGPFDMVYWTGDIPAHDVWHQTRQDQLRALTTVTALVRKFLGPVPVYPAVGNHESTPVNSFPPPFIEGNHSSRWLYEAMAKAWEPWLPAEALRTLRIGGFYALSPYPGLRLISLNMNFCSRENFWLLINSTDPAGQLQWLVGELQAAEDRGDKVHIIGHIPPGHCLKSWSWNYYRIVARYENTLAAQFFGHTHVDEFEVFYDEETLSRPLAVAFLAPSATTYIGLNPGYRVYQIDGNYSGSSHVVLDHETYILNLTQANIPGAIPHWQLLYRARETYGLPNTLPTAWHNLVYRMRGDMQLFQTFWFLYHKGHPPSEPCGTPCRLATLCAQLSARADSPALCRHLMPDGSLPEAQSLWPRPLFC
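HMU-PC0 cleavage (9 uM final) by human placental ASM, 60 min at 37 °C following 10 min compound exposure at RT; stopped at pH 10, fluorescence Ex 386/Em 447 nm.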
* hit, by the source's call; u = inconclusive; x = not tested or not shown; [ ] = another dose, or the depositor's remark. Unless noted, the call rests on the fitted dose curve; in most records, active means well fitted curve in the direction sought with a large enough effect; inconclusive means small, poorly fitted or top-dose-only effect, or another doubt; inactive means no such curve, though single readings can be large; an effect the other way counts as inactive or inconclusive. Some of the compounds tested; count on the stated rates, not on these rows.

SMILES	PKM2 activator	Chronic BCR inh	Mito fusion yeast	MBNL1 CUG block	Eya2 inh	hERG WT inh	Menin-MLL TR inh	TSHR antagonist	USP2a inh	GALK inh	S-ASM inh
CCC(C(=O)NCCC1=CCCCC1)n1nc(C)c2c(C)n(-c3ccccc3)nc2c1=O (configuration not stated)	x	6.0%	1.2%	-2.3%	-4.0%	12.4	x	21.0	3.2%	-2.8%	1.4%
COc1cc(/C=N/NC(=O)COc2ccc([N+](=O)[O-])cc2)ccc1OCC(=O)N1CCOCC1	x	-3.6%	4.9%	u	11.0%	4.4	x	-1.8	1.7%	5.1%	-9.7%
CCOc1ccc2[nH]c(=O)c(CN(Cc3nnnn3CCc3ccccc3)CC3CCCO3)cc2c1 (configuration not stated)	2.7%	-1.3%	0.1%	11.6%	1.3%	-4.8	-7.0%	-0.9	3.8%	-0.1%	17.6%
Fc1cccc(Cl)c1Cn1nnc(-c2ccc(N3CCOCC3)cc2)n1	0.0%	2.1%	-1.3%	3.4%	-3.7%	-5.3	-2.9%	-7.0	0.4%	-3.6%	-3.1%
COc1ccc(N/C(=N\c2nc(C)cc(C)n2)NC(=O)C(C)C)cc1OC	-2.8%	u	1.7%	-10.7%	-5.6%	3.0	-0.7%	6.8	0.8%	19.7%	2.8%
CC1CCN(S(=O)(=O)c2ccc(Br)s2)CC1	8.6%	1.2%	6.8%	-4.5%	-41.3%	-0.6	15.7%	-1.5	4.0%	-0.1%	1.7%
CSc1nsc(SCC(=O)Nc2nncs2)n1	5.2%	u	-1.5%	7.1%	6.7%	2.3	12.6%	-7.5	-4.8%	-1.2%	7.0%
Cc1ccc(S(=O)(=O)Nc2ccccc2C(=O)N2CCOCC2)cc1	-1.2%	6.7%	0.5%	0.1%	2.6%	-10.6	2.5%	20.4	1.2%	2.7%	-4.8%
CCOC(=O)c1c(N)sc(=S)c2c1CCC2	-3.8%	u	0.7%	u	-5.4%	0.5	u	10.0	-4.0%	0.5%	-15.2%
Cc1ccccc1N1C(=O)c2cccc3c(N(C)CCO)ccc(c23)C1=O	0.0%	-12.1%	-0.6%	u	-5.1%[15.4 µM]	-2.2	-0.5%	-18.0	u	1.6%	8.0%
CC(=O)OC(C(=O)NCc1ccc2c(c1)OCO2)c1ccccc1Cl (configuration not stated)	9.1%	-0.8%	0.6%	-5.6%	43.1%	-12.6	6.2%[11.7 µM]	34.0	5.2%	-0.2%	-1.2%
CC(=O)c1c(C)[nH]c(C(=O)OCC(=O)N2CCN(S(=O)(=O)c3ccc(C)cc3C)CC2)c1C	0.2%	-14.4%	-4.5%	-1.4%	-3.0%	-15.8	-7.3%	-18.5	2.0%	-2.5%	-18.1%
COc1ccc(Nc2nc(-c3sc(NC(C)=O)nc3C)cs2)cc1	-9.3%	u	0.8%	12.6%	6.7%	x	21.8%	-1.4	0.6%	0.1%	x
COc1ccc(-c2cc(C(F)(F)F)nc(SCC(=O)N(C)Cc3cn(C)nc3C)n2)cc1OC	-11.3%	u	3.7%	-15.6%	-6.4%	17.7	-22.6%	-5.5	-2.0%	-1.3%	215.9%[activator]
COc1ccccc1N1CCN(C(=O)c2sc3ncnc(N4CCN(c5ccccn5)CC4)c3c2C)CC1	x	u	2.9%	-3.9%	-22.8%	0.7	x	-2.0	-5.4%	3.8%	-25.6%
COc1ccc(CSc2nnnn2-c2ccc(O)cc2)cc1F	3.5%	-10.1%	6.0%	-0.3%	-10.1%	-4.7	26.0%	-13.5	0.0%	6.8%	-3.1%
O=C1CC(C(=O)N2CCc3ccccc32)CN1c1cccc(C(F)(F)F)c1 (configuration not stated)	x	-1.2%	-1.8%	x	7.6%	2.9	x	43.1	3.2%	x	1.1%
CCCN(CCC)CCNC(=O)c1cc2c(=O)n(C)c3ccccc3c2n1C	1.1%	10.5%	-1.1%	-3.5%	1.3%	4.0	2.3%	-1.7	1.0%	0.1%	-5.1%
COc1ccc(C(=O)O/N=C(\N)c2ccccn2)c(OC)c1	-32.6%	u	-0.1%	-2.3%	7.5%	0.5	x	-0.8	-0.5%	14.3%	2.6%
c1ccc(CNc2nc(-c3cccs3)nc3ccccc23)cc1	0.9%	8.0%	u	9.3%	-2.0%	-8.6	u	9.7	-6.0%	2.3%	-18.4%
COc1cc(NC(=O)c2sc3ncn(CC(=O)N4CCCCC4)c(=O)c3c2C)cc(OC)c1OC	-0.2%	2.4%	0.2%	10.3%	-7.2%	4.8	-7.9%	0.1	2.3%	-3.7%	-1.4%
C=CCNc1nc2ccccc2c(=O)[nH]1	-2.1%	-6.9%	-6.6%	-8.7%	1.3%	2.7	-4.4%	-0.4	-2.2%	0.2%	1.4%
Oc1ccccc1Nc1nc(NCc2ccco2)c2ccccc2n1	2.3%	u	-9.6%	-12.0%	15.5%	4.6	x	-14.5	1.9%	-3.6%	-8.1%
Cc1ccc(Cl)cc1NC(=O)COC(=O)CSc1ccccc1	x	2.3%	x	x	1.8%	-6.1	x	2.2	1.8%	x	-0.4%
N#Cc1ccc(-c2ccc(F)cc2)nc1Oc1ccc(F)cc1	-1.4%	-9.0%	1.7%	-7.1%	-0.9%	-1.9	u	-4.7	1.7%	-2.6%	0.5%
Fc1ccccc1CSc1nc2ncc(Br)cc2[nH]1	-1.2%	u	7.4%	9.5%	-0.7%	-5.4	-12.3%	-1.1	8.2%	0.4%	-0.9%
COc1ccc(N(CC(O)CN2CCCCC2)S(=O)(=O)c2ccc(C)cc2)cc1 (configuration not stated)	15.7%	u	-1.1%	-6.4%	-31.6%	u	17.4%	3.0	1.8%	-0.4%	2.7%
CC(C)(C)n1ncc2c(=O)n(CC(=O)N3CCc4ccccc43)cnc21	-9.8%	u	3.4%	-8.2%	1.6%	-12.8	9.3%	21.9	1.3%	-2.5%	-0.4%
O=C1C=C(c2ccc3c(c2)OCO3)C[C@@H](c2ccc(Cl)cc2)C1	x	-0.5%	2.5%	x	-10.8%	3.5	x	22.8	0.9%	x	24.9%
CCNC(=O)NC(=O)COC(=O)CCc1nc(=O)c2ccccc2n1C	-14.7%	3.7%	-1.8%	-6.6%	14.3%	5.5	-7.7%	21.9	1.0%	8.4%	-2.4%
CCOC(=O)Cc1csc(NC(=O)c2ccc3c(c2)OCO3)n1	0.2%	u	3.1%	-1.5%	-4.2%	0.5	-2.6%	-0.6	1.2%	1.0%	1.2%
CCN(CC)Cc1c(O)ccc2c(=O)c(-c3ccc4c(c3)OCCO4)coc12	-13.6%	u	1.2%	5.3%	-7.9%	3.5	7.4%	-0.4	3.1%	0.7%	57.8%[activator]
Cc1ccc(S(=O)(=O)N(Cc2cccc([N+](=O)[O-])c2)C(=O)N2CCN(C)CC2)cc1	x	8.6%	11.6%	x	-5.5%	-6.1	x	7.4	0.3%	x	4.9%
Cc1c(NS(C)(=O)=O)c(=O)n(-c2ccccc2)n1C	-2.6%	u	-0.4%	-2.9%	25.7%	-0.1	-5.9%	5.5	1.0%	-1.1%	8.1%
CC1(C)Cc2c(sc(NC(=O)C(=O)N3CCCC3)c2C(N)=O)CO1	4.9%[0.46 µM]	-3.3%	u	7.0%	1.3%	8.0	-1.6%	10.3	0.8%	5.7%	-2.1%
COc1cccc(NC(=O)c2ccnc(N3CCC(C(=O)NCc4ccccc4OC)CC3)c2)c1	x	-8.4%	-6.2%	u	2.6%	-1.0	33.9%[activator]	-5.3	0.6%	0.7%	327.8%

Source: PubChem (National Center for Advancing Translational Sciences (NCATS))
